# Growth percent in the NCI-60 one-dose screen (48 h, 10 µM unless noted): 100 = growth as untreated, 0 = no growth, -100 = all killed.
# SF-295: SF-295 CNS cancer cells | hit rate 5.6% among 79,000
# SF-268: SF-268 CNS cancer cells; hit rate 3.1% among 82,000
# HT29: HT29 colon cancer; hit rate 7.4% among 81,000
# HCC-2998: HCC-2998 colon cancer. AID 1794799. hit rate 4.7% among 79,000
# SF-539: SF-539 CNS cancer. hit rate 6.8% among 81,000
# SNB-19: SNB-19 CNS cancer cells | AID 1794751 | hit rate 2.5% among 81,000
# KM12: KM12 colon cancer cells | hit rate 5% among 82,000
# SW-620: SW-620 colon cancer; hit rate 5.2% among 82,000
# SNB-75: SNB-75 CNS cancer; AID 1794750; hit rate 5% among 79,000
# Active calls of the source: *; . = no result given; & = joins results of further samples; [ ] = dose if it differs, or a comment. The calls were made as follows: active = growth percent below 10; inactive = the rest.
SMILES,SF-295,SF-268,HT29,HCC-2998,SF-539,SNB-19,KM12,SW-620,SNB-75
CCOC(=O)C1=C(N)Oc2c(sc3c(F)cccc23)C1c1ccc(O)cc1 (configuration not stated),56.3,37.0,30.7,38.0,42.5,48.9,24.0,31.1,31.3
COc1cc(C2CC(c3ccccc3)=Nc3c(N)nc(N)nc3N2)ccc1Oc1nc(NCCO)nc(N2CCOCC2)n1 (configuration not stated),105.0,88.8,112.0,115.0,97.5,89.8,102.1,107.3,84.3
O=C(Nc1cc(-c2ccccc2)nn1-c1ccccc1)c1ccc(Cl)cc1,85.7,.,105.9,115.5,98.5,.,86.6,103.1,98.9
CC1(C)O[C@@H]2CC3C4C[C@H](F)C5=CC(=O)CC[C@]5(C)C4[C@@H](O)C[C@]3(C)[C@]2(C(=O)CO)O1 (some centres not stated),113.1,101.9,111.3,.,87.7,102.2,101.4,101.8,134.3
Cc1cc(C)c(C(=O)CCC[n+]2ccccc2)c(C)c1,94.5,92.7,73.1,86.8,95.5,103.4,92.3,106.6,97.1
Cc1ccc(S(=O)(=O)NC(=O)CCC(=O)Nc2ccc(S(N)(=O)=O)cc2)cc1,90.5,109.8,97.7,108.7,101.2,95.4,97.9,107.8,.
O=C(Nc1ccc([N+](=O)[O-])cc1)C(c1ccccc1)c1ccccc1,74.2,101.9,81.4,.,112.7,102.6,101.4,93.8,74.0
CN(C)c1cccc(S(=O)(=O)O)c1,112.5,117.9,107.3,109.0,99.0,110.4,117.9,117.1,86.2
O=C(O)CNc1ccc(S(=O)(=O)c2ccc(NCC(=O)O)cc2)cc1,100.7,107.6,108.0,111.5,98.3,94.8,112.1,103.8,110.9
CCC1S/C(=N\N=C(/C)c2ccco2)N(c2ccccc2)C1=O (configuration not stated),123.4,100.4,86.8,112.2,107.5,104.4,86.1,118.9,102.5
O=C(Nc1ccncc1)C(=O)c1cn(S(=O)(=O)c2cccc3ccccc23)c2ccccc12,52.0,107.3,42.7,64.8,92.7,80.5,55.0,71.4,76.5
O=C(Nc1nc2ccc(F)cc2s1)c1cccnc1Nc1ccc(Cl)cc1,17.4,37.2,30.1,31.1,50.3,26.4,31.3,49.8,62.2
CC(=O)Oc1ccc(NC(=O)c2cccc(N3C(=O)CCC3=O)c2)cc1,.,101.1,96.6,100.8,100.7,105.9,110.9,104.7,57.6
Cc1ccc(S(=O)(=O)OCCN(CCOS(=O)(=O)c2ccc(C)cc2)c2ccc(F)cc2)cc1,91.4,105.5,113.9,105.0,100.1,99.5,105.7,102.5,83.2
CO[C@@H]1CSSC1Cn1nc(-c2ccc(Oc3ccccc3)cc2)c2c(N)ncnc21 (some centres not stated),47.8,39.5,28.5,47.5,44.1,69.1,38.0,29.1,97.9
OCCNc1nc(Nc2ccc(Cl)c(Cl)c2)nc2ccccc12,.,48.6,9.9*,-37.9*,75.1,55.5,35.5,28.6,61.1
Nc1c(-c2nc3ccc(Br)cc3c(=O)[nH]2)nnn1-c1ccccc1,68.0,60.0,58.8,80.6,90.9,70.6,61.6,88.1,79.5
O=C(Nc1ccccn1)c1ccccc1,.,117.5,95.6,102.6,98.5,93.9,105.7,106.8,118.1
CC(C)c1ccc(-n2c(=S)[nH]c3sc4cc(O)ccc4c3c2=O)cc1,102.6,99.4,112.8,102.9,93.6,90.4,105.3,96.9,85.9
CCN1C(=O)N(CC)C2C1NN=c1s/c(=C\c3ccc(C(F)(F)F)cc3)c(=O)n12 (configuration not stated),14.1,53.5,1.5*,9.6*,-21.6*,24.0,15.2,20.7,15.0
Cc1nc2ccccc2c(/C=C/c2ccc(Cl)cc2)c1C(=O)/C=C/c1ccc(F)cc1,12.3,48.6,5.8*,-67.3*,-61.2*,-26.0*,21.2,-19.6*,51.7
NS(=O)(=O)c1ccc(NC(=S)/N=C\C(C(=O)c2ccccc2)=C(\O)c2ccccc2)cc1,101.9,105.6,97.8,103.7,112.7,96.9,105.4,97.5,103.7
Cc1nnc(/N=C2\NC(=O)/C(=C/C=C/c3ccccc3)S2)s1,32.5,51.9,92.8,67.0,64.9,53.7,42.7,74.1,66.5
O=[N+]([O-])c1cccc(-c2nnc(CSc3nnc(-c4ccccc4O)o3)o2)c1,107.4,93.1,112.1,112.8,103.1,102.0,100.7,101.1,95.5
Oc1c(Cl)c2ccccc2c2ccccc12,120.4,103.6,102.8,116.6,107.3,99.1,106.6,110.5,88.2
O=C(Cc1cccc2c(=O)cc(-c3ccccc3)oc12)OCCN1CCOCC1,99.0,125.3,104.4,105.0,102.3,98.9,119.9,99.0,91.4
COc1cc(/C=C2\Oc3cc(OCCN4CCCC4)ccc3C2=O)cc(OC)c1,99.1,87.9,18.2,98.0,85.5,95.4,79.9,93.8,87.1
COc1ccc(CNC(=O)CCc2nc3sc4c(c3c(=O)[nH]2)CCC4)cc1OC,101.9,88.1,103.5,101.7,108.4,93.8,95.1,100.8,105.5
N=C(N)c1ccc(N=Nc2ccc(N)cc2N)cc1,103.6,96.5,114.9,107.9,96.4,95.1,86.3,102.2,86.6
O=[N+]([O-])c1ccc(O)c(CNCc2ccccc2)c1,104.0,101.8,102.5,101.8,97.8,95.3,103.2,101.2,77.6

# 2 of these compounds in a different format:
> COc1cc(/C=C2\Oc3cc(OCCN4CCCC4)ccc3C2=O)cc(OC)c1
  SF-295 = 99.1
  SF-268 = 87.9
  HT29 = 18.2
  HCC-2998 = 98.0
  SF-539 = 85.5
  SNB-19 = 95.4
  KM12 = 79.9
  SW-620 = 93.8
  SNB-75 = 87.1
> COc1ccc(CNC(=O)CCc2nc3sc4c(c3c(=O)[nH]2)CCC4)cc1OC
  SF-295 = 101.9
  SF-268 = 88.1
  HT29 = 103.5
  HCC-2998 = 101.7
  SF-539 = 108.4
  SNB-19 = 93.8
  KM12 = 95.1
  SW-620 = 100.8
  SNB-75 = 105.5

# Going on with the list.
SMILES,SF-295,SF-268,HT29,HCC-2998,SF-539,SNB-19,KM12,SW-620,SNB-75
COc1cccc(-c2nc(N)nc(N)n2)c1O,99.4,101.6,106.2,109.5,100.9,98.3,106.5,102.5,94.4
N[C@@H](C[C@H]1CO1)C(=O)O,99.8[20 µM],96.2[20 µM],97.1[20 µM],113.8[20 µM],100.0[20 µM],93.9[20 µM],100.7[20 µM],102.0[20 µM],76.1[20 µM]
C#CCC(C)(O)/C=C/C1=C(C)CCCC1(C)C (configuration not stated),95.4,95.6,86.2,105.6,102.1,95.8,97.6,104.1,87.0
c1ccc2c([C@@H]3CCCC[C@H](c4c[nH]c5ccccc45)c4c3[nH]c3ccccc43)c[nH]c2c1,75.7,45.3,22.0,58.9,73.9,75.1,27.7,23.5,38.4
O=C(CCl)OCc1ccc([N+](=O)[O-])o1,.,103.2,88.5,106.8,106.7,105.7,108.4,104.3,85.1
CC(=O)Nc1ccc([N+](=O)[O-])cc1C,98.0,99.3,110.9,92.7,94.3,96.3,100.3,99.8,92.5
COc1cccc(/C=N\Nc2ccc([N+](=O)[O-])cn2)c1O,3.9*,37.1,99.1,82.2,50.6,50.9,78.4,38.0,83.1
CN1CCN(c2ccc(N3Cc4ccccc4OC4=C3C(=O)c3c(O)ccc(O)c3C4=O)cn2)CC1,.,-6.0*,-42.8*,-65.8*,-58.3*,11.0,-53.2*,-61.1*,-21.8*
CC(C)(C)c1[nH]nc(Nc2ccccc2)c1C#N,108.3,105.9,107.9,103.0,.,91.0,105.0,99.2,96.2
O=C1/C(=C\c2ccccc2)CN(C(=O)c2ccccc2)C/C1=C\c1ccccc1,15.7,23.6,-48.5*,-77.9*,69.4,55.2,.,-62.3*,49.7
CC[C@]12C=CCN3CC[C@@]4(c5cc([C@@H]6CCC(=O)N6)c(OC)cc5N(C)[C@H]4[C@@](O)(C(=O)OC)[C@@H]1OC(C)=O)[C@@H]32,105.0,106.3,100.0,103.5,102.3,98.1,104.1,101.0,92.2
Cc1c(/C=C(\C#N)c2ccc([N+](=O)[O-])cc2)c(=O)n(-c2ccccc2)n1C,91.8&106.8,94.1&98.7,101.0&99.8,109.1&98.7,99.1&98.0,98.8&107.7,101.3&104.2,99.2,106.6&101.7
COc1ccc(C(=S)N2CCN(c3ccccc3)CC2)cc1,101.2,104.4,108.5,107.9,102.5,93.1,93.9,96.7,79.9
CSc1nc(N)nc2nc(C)cc(C)c12,100.7,97.8,101.3,105.1,94.4,96.9,101.4,100.3,88.1
CN1C=CC(C(C(N)=O)c2ccccc2)c2ccccc21 (configuration not stated),112.2,99.7,92.8,108.3,113.0,102.7,106.3,104.0,99.2

# The last 3 records of the part above are carried over, then new ones follow:
SMILES,SF-295,SF-268,HT29,HCC-2998,SF-539,SNB-19,KM12,SW-620,SNB-75
COc1ccc(C(=S)N2CCN(c3ccccc3)CC2)cc1,101.2,104.4,108.5,107.9,102.5,93.1,93.9,96.7,79.9
CSc1nc(N)nc2nc(C)cc(C)c12,100.7,97.8,101.3,105.1,94.4,96.9,101.4,100.3,88.1
CN1C=CC(C(C(N)=O)c2ccccc2)c2ccccc21 (configuration not stated),112.2,99.7,92.8,108.3,113.0,102.7,106.3,104.0,99.2
CC1(C)CC(=O)c2c(ccc(C(=O)C[C@@H](N)CO)c2N)O1,21.2,14.9,-8.0*,-20.4*,-3.9*,14.0,11.0,7.2*,63.5
O=C(NCCc1nccs1)c1cnc2c(S)cccc2c1,38.8,37.7,20.4,35.5,22.8,28.5,19.6,4.1*,44.1
C#CCNC(=O)[C@]12CCC(C)(C)C[C@H]1C1=CC[C@@H]3[C@@](C)(CCC#N)[C@H](C(=C)C)CC[C@@]3(C)[C@]1(C)CC2,38.2,86.2,48.9,75.4,83.4,64.3,54.8,74.1,82.5
CC(=O)Oc1cc2c(cc1[N+](=O)[O-])OCO2,97.6,97.2,94.0,101.0,97.1,104.5,98.3,100.8,80.3
CC1=C2C(=C[C@@](C)(COS(N)(=O)=O)[C@@H]2O)C(=O)[C@](C)(O)C12CC2,20.5,32.2,56.8,61.7,64.9,72.4,99.5,85.3,72.6
COc1ccccc1NC(=O)N(O)C1(C#N)CCCCC1,105.5,103.3,104.6,103.6,104.1,104.3,105.8,105.5,86.2
COc1cc(N2C(=O)[C@H](Cl)C2c2ccc(SC)cc2)cc(OC)c1OC (some centres not stated),-7.1*,28.9,1.2*,7.5*,8.0*,30.5,14.4,24.3,73.9
Cc1ccc2nc(NC(=O)CSc3nc4c(c(=O)n3-c3ccccc3)SCC4)sc2c1,.,112.8,106.3,117.0,110.5,103.4,102.7,113.4,97.6
Cc1cc(NCCN(C(C)C)C(C)C)nc(/N=C(\N)Nc2ccc(Cl)c(C(F)(F)F)c2)n1,-77.8*,-85.0*,-86.6*,-96.7*,-97.8*,-83.3*,-92.6*,-89.7*,-100.0*
CC(C)N(CCOC(=O)Nc1cccc(Cl)c1)C(C)C,98.4,104.4,86.3,99.8,107.6,104.4,103.4,104.0,105.2
COc1cc2cc3c(nc2cc1OC)CCN3Cc1ccc(NC(=O)Nc2cc(C(F)(F)F)cc(C(F)(F)F)c2)cc1,69.6,78.6,76.7,83.4,86.8,71.9,68.6,88.3,69.1
c1ccc(SCCCc2ccncc2)cc1,102.3,60.3,98.4,90.7,99.0,87.8,96.6,95.7,101.1
Cc1cc(Br)ccc1Br,108.8,104.0,128.2,99.6,109.8,111.2,116.7,109.7,87.8
Cc1ccc(S(=O)(=O)c2nc(S(=O)(=O)c3ccc(C)cc3)c(N3CCN(C)CC3)s2)cc1,101.9,78.7,56.0,106.8,57.5,85.7,76.4,36.1,91.3
COc1ccc([C@@H](C[C@H](CCO)c2ccccc2)c2ccc3ccccc3c2)cc1,90.2,77.8,71.6,98.7,98.0,105.7,85.3,94.3,70.7

# Ordered by SMILES length (rising): 3 of the compounds above
SMILES,SF-295,SF-268,HT29,HCC-2998,SF-539,SNB-19,KM12,SW-620,SNB-75
C#CCC(C)(O)/C=C/C1=C(C)CCCC1(C)C (configuration not stated),95.4,95.6,86.2,105.6,102.1,95.8,97.6,104.1,87.0
O=C(Nc1ccc([N+](=O)[O-])cc1)C(c1ccccc1)c1ccccc1,74.2,101.9,81.4,.,112.7,102.6,101.4,93.8,74.0
COc1cc(N2C(=O)[C@H](Cl)C2c2ccc(SC)cc2)cc(OC)c1OC (some centres not stated),-7.1*,28.9,1.2*,7.5*,8.0*,30.5,14.4,24.3,73.9

# (further entries)
SMILES,SF-295,SF-268,HT29,HCC-2998,SF-539,SNB-19,KM12,SW-620,SNB-75
Cn1ccnc1C(=O)/C=C/c1ccc(CCC(=O)Nc2ccc(F)cc2)cc1,91.2,75.7,67.9,110.2,56.2,67.7,75.6,84.5,90.7
CCCn1nc(C(=O)N(C)C)c2c1CCC(NCc1ccc(F)cc1)C2 (configuration not stated),100.0,96.3,93.2,100.8,107.4,102.6,103.3,109.2,91.1
CCCCCOC(=O)N1CCCC1,120.5,101.6,104.4,104.9,120.4,101.9,111.3,112.4,96.7
CC(Sc1nc2ccccc2c(=O)n1C)C(=O)Nc1ccc(F)cc1 (configuration not stated),91.6,81.4,89.9,107.3,84.4,93.1,88.4,88.2,82.7
Cc1sc(N/N=C/c2cn(-c3ccc(C(=O)O)cc3)nc2-c2ccc(C(=O)O)cc2)nc1C(F)(F)F,101.2,94.1,118.4,100.9,93.2,98.9,106.9,97.4,97.6
CCOCC(=O)C(C#N)c1ccc(Cl)cc1 (configuration not stated),105.0,98.2,104.2,100.8,101.5,108.1,103.5,98.6,95.5
COc1ccc(F)cc1N,106.8,101.3,106.0,108.0,95.7,101.7,103.0,98.5,90.4
COC1OC(COC(C)=O)C(OC(C)=O)C(OC(C)=O)C1OC(C)=O (configuration not stated),90.1,101.3,95.5,101.3,98.4,101.6,105.5,109.5,95.7
Clc1ccccc1-c1ccc(-c2nn3c(-c4ccccc4)nnc3s2)o1,61.2,70.3,67.1,99.8,66.2,80.6,.,67.1,79.8
Cc1cc(OS(=O)(=O)O)c2ccccc2c1OS(=O)(=O)O,95.3,108.7,95.0,124.0,90.5,104.1,118.5,99.9,78.4
CC(C)C(O)C=O (configuration not stated),100.3,101.1,101.9,103.7,111.3,105.6,103.5,96.5,96.3

# Screening results from PubChem.
